# KOR beta-arrestin-1: KOR antagonists, beta-arrestin recruitment, cell-based, luminescence, uHTS (AID 1778). inhibition, % at 10 µM; hits with a dose series show IC50 in µM. KOR beta-arrestin recruitment, luminescence, antagonist mode; higher % means a stronger effect. 290,000 tested, 0.091% active; further: strong numbers were not always called active
# AID2073: inhibitors of Mint1-CaV2.2 protein interaction, biochemical, HTRF (AID 2073). HTRF protein-protein interaction, Mint1-CaV2.2; higher % means a stronger effect. inhibition, % at 20 µM; hits with a dose series show IC50 in µM. 290,000 tested, 0.19% active; in the data active means inhibition mostly above about 51%, no sharp cut-off; further: some results filed as inactive read as strong as hits
# Yfh1-depleted yeast: mitochondrial function rescue without frataxin homolog – Friedreich's ataxia, plus single-dose screen, dose response (AID 1465); S. cerevisiae Yfh1-off respiration, WST-1 reduction, 72 h; higher fold induction means a stronger effect; 220,000 tested, 0.074% active; one-dose fold induction at 50 µM; EC50 in µM for titrated hits;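 active means fold induction of absorbance versus untreated yeast above a set limit, then at least 30% activation at any dose in follow-up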;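 further: activators that raise dye reduction in frataxin-depleted yeast; strong numbers were not always called active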
# KOR beta-arrestin-2: KOR agonists, beta-arrestin recruitment, primary screen, cell-based, luminescence, uHTS (AID 1777); KOR beta-arrestin recruitment, luminescence; higher % means a stronger effect; activation, % at 10 µM; hits with a dose series show EC50 in µM; 280,000 tested, 0.02% active; in the data active means activation above about 50%, passing the limit was not always enough; further: a part of the inactive calls stands beside numbers as strong as those of hits
# West Nile antiviral: West Nile virus antiviral activity, cell-based, CPE readout (AID 1621) | 290,000 tested, 0.02% active | West Nile virus-infected cells, CPE inhibition; higher % means a stronger effect | one-dose CPE inhibition, % at 10 µM; IC50 in µM for titrated hits; in the data active means a potency from the dose series; further: strong numbers were not always called active
# NS5 inhibitors: flavivirus cap methylation enzyme inhibition – biochemical, confirmation dose response, primary screen (AID 588689). Dengue-2 NS5 methyltransferase capping enzyme assay, biochemical; higher % means a stronger effect. inhibition, % at 25 µM; hits with a dose series show IC50 in µM. 340,000 tested, 0.3% active; in the data active means a potency from the dose series
# NOD2 inhibition: NOD2 signaling inhibitors, cell-based, luminescence, uHTS, HEK293 (AID 1566). HEK293 NOD2/NF-kB luciferase reporter, luminescence; higher % means a stronger effect. one-dose inhibition, % at 4 µM; EC50 in µM for titrated hits. 290,000 tested, 0.63% active; further: many of its hits are not listed in these tables
# HIV peptide binding: inhibitors of HIV fusion peptide binding, primary screen, biochemical, uHTS, fluorescence dequenching (AID 1986) | 290,000 tested, 0.3% active | one-dose inhibition, % at 20 µM; IC50 in µM for titrated hits | cell-free peptide binding, fluorescence dequenching, 30 min; higher % means a stronger effect; in the data active means inhibition mostly above about 52%, no sharp cut-off; inactive means mostly below about 76%; further: some results filed as inactive read as strong as hits
# NOD1 inhibition: inhibition of NOD1-driven NF-kB reporter – cell-based, luminescence, uHTS, primary screen (AID 1578) | one-dose inhibition, % at 4 µM; EC50 in µM for titrated hits | NOD1-driven NF-kB luciferase reporter cells, luminescence; higher % means a stronger effect | 290,000 tested, 1% active; in the data active means inhibition mostly above about 36%, no sharp cut-off; inactive means mostly below about 34%;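 further: HEK-293T reporter cells stimulated with the NOD1 agonist gamma-tri-DAP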
# NS5 inhibitors pilot replicate: second read-out of NS5 inhibitors, no call of its own (marks repeat the call); inhibition, %; measured here: pilot screen replicate inhibition
# * = called active by the depositor; i = inactive; . = not tested or not shown; & = joins results of further samples; [ ] = dose if it differs, or a comment. Unless noted, no stated cut-off is given here; in the data, active means inhibition above about 50%; inactive means the rest. A portion of the library, so the mix of outcomes need not match the whole.
# The opening 10 entries (preview)
SMILES,KOR beta-arrestin-1,AID2073,Yfh1-depleted yeast,KOR beta-arrestin-2,West Nile antiviral,NS5 inhibitors,NOD2 inhibition,HIV peptide binding,NOD1 inhibition,others
COCCN(C(=S)Nc1ccccc1OC)C1CCN(C(C)=O)CC1,0%,20%,i,16%,0.8%,-4%,1%,-0.5%,1%,
N#C/C(=C\c1ccc(-c2ccc([N+](=O)[O-])cc2)o1)C(=O)Nc1nc(-c2cccs2)cs1,16%,37%,i,-0.4%,-0.1%,-8%,22%,-1.7%,1%,
CC1Cc2ccccc2N1C(=O)CSC1=NCCS1 (configuration not stated),7%,-6%,i,-0.2%,0.3%,5%,-22%,1.8%,-33%,
CCN(CC)c1ccc(NC(=O)CN2CCN(CC(=O)Nc3ccccc3OC)CC2)cc1,-29%,2%,.,-1.4%,-0.9%,-4%,10%,2.3%,7%,
O=C(C1CCN(S(=O)(=O)c2ccc(Cl)cc2)CC1)N1CCCC1,-35%,2%,.,1.5%,-0.1%,0%,1%,1.7%,-5%,
COc1ccc(NC(=S)N2CCC(c3nc4ccc(Cl)cc4[nH]3)CC2)c(OC)c1,-20%,-27%,i,6.6%,-0.3%,-3%,4%,-0.7%,19%,
CCn1c(SCC(=O)Nc2c(C)n(C)n(-c3ccccc3)c2=O)nc2c1c(=O)n(C)c(=O)n2C,-28%[20 µM],20%,i,.,0.1%,.,-6%,2.0%,-23%,
Cc1ccc(-c2nn(-c3ccccc3)cc2C=O)o1,-11%,21%,i,-2.7%,0.2%,-5%,-55%,4.8%,-47%,
CC(C)(C)c1nc(SCC(=O)NCc2ccco2)c2ccccc2n1,-36%,3%,i,-1.2%,0.3%,8%,-16%,0.0%,4%,NS5 inhibitors pilot replicate=-9.4
Cc1noc(NS(=O)(=O)c2ccc(NC(=O)Cc3ccc([N+](=O)[O-])cc3)cc2)c1C,4%,12%,.,1.5%,-0.3%,1%,16%,14%,-27%,

# Results (from the top)
SMILES,KOR beta-arrestin-1,AID2073,Yfh1-depleted yeast,KOR beta-arrestin-2,West Nile antiviral,NS5 inhibitors,NOD2 inhibition,HIV peptide binding,NOD1 inhibition,others
COCCN(C(=S)Nc1ccccc1OC)C1CCN(C(C)=O)CC1,0%,20%,i,16%,0.8%,-4%,1%,-0.5%,1%,
N#C/C(=C\c1ccc(-c2ccc([N+](=O)[O-])cc2)o1)C(=O)Nc1nc(-c2cccs2)cs1,16%,37%,i,-0.4%,-0.1%,-8%,22%,-1.7%,1%,
CC1Cc2ccccc2N1C(=O)CSC1=NCCS1 (configuration not stated),7%,-6%,i,-0.2%,0.3%,5%,-22%,1.8%,-33%,
CCN(CC)c1ccc(NC(=O)CN2CCN(CC(=O)Nc3ccccc3OC)CC2)cc1,-29%,2%,.,-1.4%,-0.9%,-4%,10%,2.3%,7%,
O=C(C1CCN(S(=O)(=O)c2ccc(Cl)cc2)CC1)N1CCCC1,-35%,2%,.,1.5%,-0.1%,0%,1%,1.7%,-5%,
COc1ccc(NC(=S)N2CCC(c3nc4ccc(Cl)cc4[nH]3)CC2)c(OC)c1,-20%,-27%,i,6.6%,-0.3%,-3%,4%,-0.7%,19%,
CCn1c(SCC(=O)Nc2c(C)n(C)n(-c3ccccc3)c2=O)nc2c1c(=O)n(C)c(=O)n2C,-28%[20 µM],20%,i,.,0.1%,.,-6%,2.0%,-23%,
Cc1ccc(-c2nn(-c3ccccc3)cc2C=O)o1,-11%,21%,i,-2.7%,0.2%,-5%,-55%,4.8%,-47%,
CC(C)(C)c1nc(SCC(=O)NCc2ccco2)c2ccccc2n1,-36%,3%,i,-1.2%,0.3%,8%,-16%,0.0%,4%,NS5 inhibitors pilot replicate=-9.4
Cc1noc(NS(=O)(=O)c2ccc(NC(=O)Cc3ccc([N+](=O)[O-])cc3)cc2)c1C,4%,12%,.,1.5%,-0.3%,1%,16%,14%,-27%,
COc1ccc(-n2cc(CNCCc3cnc[nH]3)c(-c3cccc(F)c3)n2)cc1,-74%[20 µM],-1%,i,.,-0.7%,-7%,-4%,-0.6%,-29%,
C=CCn1c(SCc2nc3cc(C(=O)OC)ccc3c(=O)[nH]2)nc2sc(CC)cc2c1=O,.,-1%,i,7.0%,-0.2%,-2%,-3%,0.1%,-9%,
Cc1cc(NC(=O)c2c(F)cccc2Cl)n(-c2nc3ccccc3[nH]2)n1,-32%,-2%,i,-1.4%,-0.1%,-3%,4%,2.2%,-18%,
COc1cccc(N2C(=O)Nc3ccc(Br)cc3C2(O)C(=O)NCCCOC(C)C)c1 (configuration not stated),10%,11%,.,-18%,-0.3%,-5%,3%,0.3%,-10%,
c1ccc(-c2cn3c4c(sc3n2)CCCC4)cc1,12%,2%,i,-1.0%,-0.8%,-1%&-1%,-35%,-2.8%,68%,
CCc1ccccc1NC1c2ccccc2C(=O)N1Cc1ccco1 (configuration not stated),5%,5%,i,0.3%,-0.3%,-6%,7%,-1.2%,-6%,
COc1ccc(O)c(/C=N/N=C2/C(=O)Nc3ccccc32)c1,-9%,-1%,i,-3.5%,-0.6%,13%,11%,-0.4%,-34%,
Cc1ccc(C(=O)c2c3ccccc3[n+]([O-])n2CCC(N)=O)cc1,-47%[20 µM],6%,.,-1.4%,-0.6%,-5%,8%,1.7%,-6%,
O=C(Nc1nccs1)c1ccc(Br)o1,3%,-7%,i,-5.8%,0.6%,-6%,-15%,-0.6%,-28%,
Cc1ccc(-n2ncc3c(NCc4cccnc4)ncnc32)cc1C,-34%,13%,.,1.5%,0.5%,-1%,-38%,-1.0%,-39%,
O=C1CCCC(=O)N1c1ccc(Oc2ccc(Cl)cc2)cc1,-36%,4%,i,4.8%,0.1%,-3%,13%,0.2%,-20%,
CSCCCNC(=O)c1ccc(OC2CCN(CCc3ccccc3)CC2)cc1,5%,10%,i,3.4%,0.0%,-4%,-30%,-1.6%,-17%,
CCc1cccc(C)c1NC(=O)CCNC(=O)c1cccc(C)c1,-2%,3%,.,-2.3%,0.2%,-6%,5%,3.3%,18%,
COc1cc(/C=C2\C(=N)N3N=C(C)SC3=NC2=O)cc(Cl)c1OCCOc1ccc(NC(C)=O)cc1,14%,11%,.,1.8%,-0.3%,-3%,-2%,7.1%,-15%,
Cc1ccccc1C(=O)N1CCC(C(=O)NCc2ccc(Cl)cc2)CC1,8%,14%,.,6.4%,-1.2%,-6%,7%,-0.4%,-7%,
O=C(O)c1ccccc1Sc1ccccc1S(=O)(=O)NC1CCCCC1,-15%,3%,i,4.7%,0.9%,.,-12%,1.1%,-12%,
Cn1c(CC(=O)Nc2ccc(Cl)c(Cl)c2)nnc1SCC(=O)NCc1ccccc1,-19%,2%,i,1.9%,0.0%,-4%,-29%,0.9%,-13%,
Cc1csc(C2=C(O)CN(c3ccc4c(c3)OCCOCCOCCOCCO4)C2=N)n1,-8%,17%,i,0.7%,-0.4%,-8%,10%,-0.8%,52%,
CN1CCc2nc3sc(C(=O)NCc4ccccc4)c(N)c3cc2C1,-12%,45%,i,-7.0%,0.2%,-1%,-16%,6.8%,-67%,
COCCNC(=O)C(=O)NCC1OCCN1C(=O)c1ccc(Cl)cc1 (configuration not stated),6%,4%,i,-1.8%,-0.1%,-6%,4%,-0.2%,-1%,
CNc1ccc(C(=O)c2ccccc2C(=O)O)cc1[N+](=O)[O-],14%,-7%,i,-5.0%,0.3%,2%,4%,-1.6%,-8%,
O=C(NCCc1ccccc1)C1CCC(CNS(=O)(=O)c2ccc(F)cc2)CC1 (configuration not stated),-25%,25%,.,0.6%,0.0%,-11%,-1%,1.7%,-21%,
CCOC(=O)CNC(=O)CSc1nnnn1-c1cc(C)ccc1C,19%,3%,i,-2.2%,0.4%,4%,6%,0.1%,-25%,
COc1ccc(Cl)cc1N1C(=O)CC(Sc2ccccc2N)C1=O (configuration not stated),-5%,-7%,i,-1.4%,0.4%,0%,2%,0.3%,4%,
C=CCSc1nc(-c2ccccc2)c2cc(Cl)ccc2n1,-4%,11%,i,-2.4%,0.7%,7%,12%,-2.8%,3%,
Cc1ccc(C)c(N2CCN(C(=O)CCCn3ncn4c(cc5occc54)c3=O)CC2)c1,7%,5%,.,3.2%,-0.4%,-4%,-1%,-2.4%,-6%,
Cc1cc(C)nc(SCC(=O)Nc2ccc(S(=O)(=O)NCCO)cc2)n1,9%,2%,i,-0.4%,1.1%,2%,9%,4.9%,-4%,
CCCc1nnc(SCC(=O)Nc2ccc(Cl)cc2Cl)o1,-29%,3%,.,1.8%,-0.8%,3%,-6%,-1.4%,-21%,
COc1ccc(NC(=O)C2CCN(S(=O)(=O)c3ccc(OC)c(OC)c3)CC2)cc1,5%,-1%,i,-4.5%,-0.3%,-4%,10%,-3.0%,-2%,
Cc1ccc(NC(=O)N2CCC(O)(c3cccnc3)CC2)cc1,-9%,2%,i,-1.0%,0.1%,3%,9%,-1.9%,-17%,
CCN1C(=S)SC(=O)C1=C1C=C(C)N(CCO)C(C)=C1,8%,11%,i,1.6%,0.0%,-25%,-92%,-2.2%,-44%,
CC(=O)Nc1ccc(NC(=O)C(C)OC(=O)c2cccc(S(=O)(=O)N3CCCCC3)c2)cc1 (configuration not stated),-16%,14%,.,8.4%,0.1%,1%,1%,0.4%,-22%,
CCOC(=O)c1nc(Nc2cc(C)cc(C)c2)c2ccccc2n1,-14%,1%,i,3.9%,-0.1%,-5%,32%,0.0%,-17%,
O=C(CCNS(=O)(=O)c1cccs1)NCc1cccs1,26%,18%,i,-1.9%,-0.1%,-2%,13%,2.4%,-8%,
COCCN(Cc1cn(C)nc1-c1ccc(Oc2ccccc2)cc1)C(C)C,-22%,-2%,.,-0.2%,-2.3%,12%,16%,1.1%,-6%,
Nc1nc(NCc2ccccc2)nc(NCc2ccccc2)c1[N+](=O)[O-],12%,6%,i,-0.6%,-0.2%,-1%,8%,2.4%,-9%,
CCOC(=O)C1CCCN(S(=O)(=O)Cc2ccc(Cl)cc2)C1 (configuration not stated),-16%,0%,.,-1.2%,-0.7%,-6%,1%,1.4%,-31%,NS5 inhibitors pilot replicate=-6.7
CC1CCCCN1C(=S)Nc1ccc(OC(F)F)cc1 (configuration not stated),9%,-19%,i,-5.1%,-0.1%,1%,9%,2.2%,5%,
O=C(NCc1cccnc1)C(=O)NCC(c1ccco1)N1CCN(c2ccccc2)CC1 (configuration not stated),-1%,4%,i,16%,-1.1%,2%,0%,-3.5%,-9%,
CC(=O)Nc1ccc(SCCCC(=O)c2ccccc2)cc1,-24%,2%,.,-1.3%,-0.3%,-1%,-17%,-1.0%,-42%,
Cn1c(N2CCOCC2)nc(-c2ccccc2)c1-c1ccccc1,4%,13%,i,-5.5%,-0.8%,-3%,15%,-1.8%,10%,
Cc1ccc(S(=O)(=O)N2CCN(S(=O)(=O)N3CCCCCC3)CC2)cc1,-28%,19%,i,4.1%,0.9%,-5%,2%,0.4%,-22%,
Cc1cc(C)c(NC(=O)/C=C\C(=O)O)c(Cl)c1,-14%,-3%,i,-2.2%,-0.1%,-3%,15%,1.5%,-24%,
COc1ccc(NC(=O)c2ccco2)c(NC(=O)Cc2cccs2)c1,33%,9%,i,-4.2%,-0.1%,0%,15%,-0.2%,-12%,
O=C1Cc2ccccc2N1c1c(Cl)cccc1Cl,24%,-8%,i,-0.9%,0.4%,-1%,7%,0.1%,-16%,
